Screens: PubChem BioAssay, several laboratories
FXIa inh = inhibitors of human coagulation factor XIa; P03951; purified FXIa, Boc-Glu-Ala-Arg-AMC fluorogenic substrate; inhibition, % at 5 µM; 220,000 tested, 0.14% active;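 active = inhibition of at least 40%; inactive = inhibition below 40%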;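 note: fluorescence of freed AMC excited at 355 nm; 0% = enzyme without compound and 100% = no enzyme blank; many of its hits are not listed in these tables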
Cl transport mod = KCC2 (human) Cl- transport modulation; B-score of Tl+ flux slope (higher = more flux/activation; lower = inhibition) at 10 µM; 190,000 tested, 2.2% active; Q9H2X9; KCC2 cells, thallium flux FluoZin-2 fluorescence;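 active = thallium flux slope and its plate-corrected score both differing from the plate sample mean at a set confidence after two filtering rounds, in either direction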;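 note: slope of fluorescence scaled to starting intensity during 10 to 20 s after thallium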
hK5 inh = kallikrein 5 (human) inhibition. Q9Y337. recombinant hK5, fluorogenic AMC substrate cleavage. inhibition, % at 5 µM. 210,000 tested, 0.59% active. AID 873;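 active = inhibition of 40% or more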;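 note: 0% = enzyme controls without compound and 100% = no-enzyme blanks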
Target sequence (Q9Y337 67-293 limits assumed): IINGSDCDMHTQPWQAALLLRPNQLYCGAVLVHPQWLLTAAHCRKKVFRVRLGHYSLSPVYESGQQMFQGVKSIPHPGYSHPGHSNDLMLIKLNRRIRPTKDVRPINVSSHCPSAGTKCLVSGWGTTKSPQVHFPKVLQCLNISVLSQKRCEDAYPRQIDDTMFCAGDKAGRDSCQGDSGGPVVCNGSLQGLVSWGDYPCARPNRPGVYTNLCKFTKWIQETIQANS
Furin inhibitor = inhibitors of human furin | P09958 | 220,000 tested, 0.061% active | AID 463115 | inhibition, % at 30 µM | purified furin, fluorogenic substrate cleavage; in the data active = inhibition above about 25%; note: inactives centre near -15
Target sequence (P09958 108-714 limits assumed): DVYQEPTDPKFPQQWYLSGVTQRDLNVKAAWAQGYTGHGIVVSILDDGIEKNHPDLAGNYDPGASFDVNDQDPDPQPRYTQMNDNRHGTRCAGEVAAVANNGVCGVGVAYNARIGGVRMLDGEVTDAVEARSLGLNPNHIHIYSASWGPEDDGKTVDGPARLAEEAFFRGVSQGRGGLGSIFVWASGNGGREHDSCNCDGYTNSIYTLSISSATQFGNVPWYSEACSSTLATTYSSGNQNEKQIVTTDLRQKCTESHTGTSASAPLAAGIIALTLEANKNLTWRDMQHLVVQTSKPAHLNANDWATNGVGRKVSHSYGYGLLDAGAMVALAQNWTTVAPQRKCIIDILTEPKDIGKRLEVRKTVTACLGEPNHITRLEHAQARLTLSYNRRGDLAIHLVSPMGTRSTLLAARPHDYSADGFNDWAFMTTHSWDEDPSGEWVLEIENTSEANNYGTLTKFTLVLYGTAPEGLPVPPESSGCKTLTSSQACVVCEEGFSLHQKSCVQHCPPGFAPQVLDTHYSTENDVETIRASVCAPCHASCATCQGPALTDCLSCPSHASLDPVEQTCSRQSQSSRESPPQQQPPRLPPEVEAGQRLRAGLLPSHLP
m-calpain inh = inhibitors of pig calpain II; inhibition, % at 16 µM; purified calpain II, fluorogenic peptide substrate, 30 min; 220,000 tested, 0.37% active;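 active = inhibition above about 50%, limit read from the data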
Rad51 HR inh = blocks human Rad51 in homologous recombination. inhibition, % at 10 µM. AID 1385. Q06609. 200,000 tested, 0.085% active. hRad51 DNA strand exchange, fluorescence dequenching;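 active = inhibition above 40% at the single screening dose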;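 note: 0% = DMSO control wells and 100% = blanks with heterologous ssDNA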
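Material: hRad51 filaments on single-stranded DNA; Reagent: Donor/quencher-labelled 47-bp dsDNA substrate; Compound: 10 µM final, single point; Schedule: 37 °C 15-min filament assembly, 30-min compound preincubation, 15-min exchange; Technique: FRET fluorescence, excitation 485 nm, emission 520 nm; Benchmarks: control wells and blank wells on each plate.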
PERK inhibitor = blocks human PERK kinase; Q9NZJ5; CHO PERK-DD fusion, SEAP luminescence translation reporter; inhibition, % at 5.6 µM; 220,000 tested, 0.17% active; AID 1416;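 active = inhibition above the mean inhibition of all tested compounds plus 3 SD, set separately per screening campaign, cut at about 2.9% in these data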;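 note: PERK kinase domain activated by AP20187 dimerizer at 100 nM; 0% = DMSO with dimerizer and 100% = rapamycin at 8.4 µM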
thrombin 1536 = blocks human thrombin protease activity | P00734 | alpha-thrombin, Boc-VPR-AMC fluorogenic substrate cleavage | inhibition, % at 5 µM | 220,000 tested, 0.26% active;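 active = inhibition at or above 40%; inactive = inhibition below 40%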;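 note: 0% = enzyme with no compound and 100% = wells without enzyme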
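Material: human alpha-thrombin protein. Incubation: reaction at ambient temperature. Technique: fluorescence of released AMC, ex 355 nm, em 460 nm. Control set: no-compound enzyme wells and no-enzyme blanks. Also added: Boc-VPR-AMC substrate, 15 µM final. Buffer or medium: pH 7.5 Tris (50 mM) with NaCl 150 mM, Tween 20 0.05%.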
FXIIa inh = inhibitors of human coagulation factor XIIa | P00748 | purified FXIIa, Boc-QGR-AMC fluorogenic substrate, 2 h | inhibition, % at 5 µM | 220,000 tested, 0.3% active; in the data active = inhibition above about 40%;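 note: 0% = enzyme with no compound and 100% = blank without enzyme; many of its hits are not listed in these tables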
The depositor's hits bear a star; i = inactive; · = no result given; [ ] = remark or other dose. These rows are one share of the data (hit frequency here may not be typical).

nr	FXIa inh	Cl transport mod	hK5 inh	Furin inhibitor	m-calpain inh	Rad51 HR inh	PERK inhibitor	thrombin 1536	FXIIa inh	compound
1	-3	-0.64	-3	-29	-12	-7	0.9	-6	7	COc1ccccc1C1C(C#N)=C(N)Oc2c1oc(CO)cc2=O (stereo unspecified)
2	-6	-0.42	-10	-14	6	22	0.9	-2	-2	Cc1cccc(-n2cc(C#N)c(=O)[nH]c2=O)n1
3	-1	-0.66	-11	-3	30	5	0.5	-3	4	CC(C)c1ccc(OCc2nc(-c3ccccn3)no2)c(Br)c1
4	-4	0.42	-6	-12	-1	6	0.7	-12	7	O=S(=O)(c1ccccc1)c1ncc(C(F)(F)F)cc1Cl
5	-5	-1.4	-19	-8[20 µM]	-26	-3	-1.8	-20	-3	O=C(NCC(c1cccnc1)N1CCN(c2ccccc2F)CC1)OCc1ccccc1 (stereo unspecified)
6	1	0.27	3	-8	8	-6	0.2	-2	7	COc1cc(C(c2sc3nc(C)nn3c2O)N2CCOCC2)cc(OC)c1OC (stereo unspecified)
7	1	0.086	-67	-11	0	2	0.8	-8	11	COc1cc([N+](=O)[O-])cc(/C=N/NC(=O)c2ccc(C)nc2)c1O
8	-15	0.18	-2	-20	-8	-5	0.9	1	12	N#CCCN(CCC#N)c1nnc(-c2ccccc2)s1
9	-1	0.042	3	-19	-17	3	0.9	-6	9	CC1CCCC(C)N1/N=C/c1ccccc1C(=O)O (stereo unspecified)
10	-19	-0.0069	-55	-151[20 µM]	i	·	0.8	-17	-19	COc1cc2cc(C(N)=O)c(N)nc2cc1OC
11	6	·	-8	-19[20 µM]	-52	19	0.2	-2	12	CC1=N/C(=C/c2ccc([N+](=O)[O-])cc2)C(=O)N1c1ccc(Cl)cc1Cl
12	12	·	6	-14	19	6	-0.7	5	6	O=C(NCC(c1cccnc1)N1CCN(c2ccc(F)cc2)CC1)C1CCCCC1 (stereo unspecified)
13	0	·	·	-31	-11	·	-0.2	2	10	CCCCN(C)C(=O)c1nc2ccccn2c1CN(C)Cc1csc(C)n1
14	-1	0.64	0	-21	-15	2	0.1	-5	5	CCOC(=O)C1(Cc2cccc(OC)c2)CCN(C2CCOCC2)CC1
15	0	·	8	-10	-16	8	0.3	-7	11	Nc1nc(-c2ccco2)nn1S(=O)(=O)c1ccccc1
16	7	-0.55	-8	-23[20 µM]	-7	-6	0.5	1	8	Cn1c(Cc2ccccc2)nnc1SCC(=O)N1CCN(c2ccccc2)CC1
17	-2	·	-9	-15	-2	4	-0.1	-14	17	C=CCn1c(SCC(=O)Nc2ccc(N(C)C)cc2)nnc1-c1cccc(C)c1
18	1	9.1*	-12	9	-27	-3	0.1	-16	12	CCNC(=S)N/N=C(\C)c1cc2ccccc2o1
19	-6	·	-18	-15[20 µM]	6	5	0.1	1	11	CCOC(=O)C1=C(CSc2nccn2C)NC(=O)NC1c1ccc(OC)cc1 (stereo unspecified)
20	-18	0.48	2	-8	9	2	-0.2	4	22	CCOC(=O)C(C(=O)NCc1ccc(C)cc1)c1ncc(C(F)(F)F)cc1Cl (stereo unspecified)
21	5	0.79	0	-33	-3	5	0.7	·	7	O=[N+]([O-])c1cc(Cl)ccc1N1CCOCC1
22	9	0.65	-5	-14	-3	6	0.4	-1	6	CCCNC(=S)N1CCC(C(=O)c2ccc(OC)cc2)CC1
23	0	-5.2*	-9	-14	5	-2	0.1	-1	8	COC(=O)C(Cc1ccc(O)cc1)NC(=O)c1ccccc1OC (stereo unspecified)
24	-4	0.59	-9	-21	-35	30	-0.2	3	10	O=C(CSc1nnc2ccccn12)c1ccc(Cl)cc1
25	0	·	-24	-11[20 µM]	12	2	-0.1	3	14	COC(=O)c1[nH]c2ccc(F)cc2c1NC(=O)C1=COCCO1
26	3	-0.00062	-28	-34	-13	-5	0.3	-2	6	Cc1nnc(NC(=O)CCCCCN2C(=O)C3C4C=CC(C4)C3C2=O)s1 (stereo unspecified)
27	-2	0.74	-12	-24	-10	2	-0.2	0	17	CC(C)[C@H](NC(=O)NC1CCCc2ccccc21)C(=O)O (stereo partly specified)
28	-1	-1.6	8	-31	-5	27	1.2	-9	8	COCCNC(=O)CSc1cc(=O)n(C)c2cc(Cl)ccc12
29	1	·	-3	-5	-2	-27	0.9	-3	6	Cc1c(C(=O)OC/C(O)=C(\C#N)c2nc3ccccc3[nH]2)oc2ccccc12
30	-5	0.55	-11	-8	-18	5	0.1	3	-1	O=C(c1ccc(CNS(=O)(=O)c2cccc(Cl)c2)cc1)N1CCCC1
31	6	1	-5	-23	-22	5	1.6	-1	8	COc1ccc(-c2nc3c4c(ncn3n2)-c2ccccc2CC42CCCC2)cc1
32	-7	0.17	-2	-13	-3	3	-1.8	0	-1	Cc1ccc2c(c1)cc(CN(Cc1ccco1)C(=O)N1CCOCC1)c1nnnn12
33	-4	0.08	-3	-21	-48	13	-1.0	4	16	O=C(NCCCN1CCCCCC1)c1ccc2c(Cl)c3c(nc2c1)CCCC3
34	-10	0.65	-22	-18	21	-6	-0.1	-7	0	CCc1ccc2c(c1)C(=O)c1ccccc1C2=O
35	-2	-1.6	-4	-8	-81	·	-0.5	-4	3	C=CCN(c1ccccc1OC)S(=O)(=O)c1ccc(Cl)c(C(=O)Nc2ccc(N3CCOCC3)cc2)c1
36	-4	-0.099	0	-21[20 µM]	-7	-2	1.4	-4	-7	Cc1ccc(NC(=S)Nc2ccc(Br)cc2)cc1

Ordered by SMILES length (largest number first): some entries from above.
nr	FXIa inh	Cl transport mod	hK5 inh	Furin inhibitor	m-calpain inh	Rad51 HR inh	PERK inhibitor	thrombin 1536	FXIIa inh	compound
11	6	·	-8	-19[20 µM]	-52	19	0.2	-2	12	CC1=N/C(=C/c2ccc([N+](=O)[O-])cc2)C(=O)N1c1ccc(Cl)cc1Cl
29	1	·	-3	-5	-2	-27	0.9	-3	6	Cc1c(C(=O)OC/C(O)=C(\C#N)c2nc3ccccc3[nH]2)oc2ccccc12
20	-18	0.48	2	-8	9	2	-0.2	4	22	CCOC(=O)C(C(=O)NCc1ccc(C)cc1)c1ncc(C(F)(F)F)cc1Cl (stereo unspecified)
5	-5	-1.4	-19	-8[20 µM]	-26	-3	-1.8	-20	-3	O=C(NCC(c1cccnc1)N1CCN(c2ccccc2F)CC1)OCc1ccccc1 (stereo unspecified)
19	-6	·	-18	-15[20 µM]	6	5	0.1	1	11	CCOC(=O)C1=C(CSc2nccn2C)NC(=O)NC1c1ccc(OC)cc1 (stereo unspecified)
16	7	-0.55	-8	-23[20 µM]	-7	-6	0.5	1	8	Cn1c(Cc2ccccc2)nnc1SCC(=O)N1CCN(c2ccccc2)CC1
13	0	·	·	-31	-11	·	-0.2	2	10	CCCCN(C)C(=O)c1nc2ccccn2c1CN(C)Cc1csc(C)n1
1	-3	-0.64	-3	-29	-12	-7	0.9	-6	7	COc1ccccc1C1C(C#N)=C(N)Oc2c1oc(CO)cc2=O (stereo unspecified)
23	0	-5.2*	-9	-14	5	-2	0.1	-1	8	COC(=O)C(Cc1ccc(O)cc1)NC(=O)c1ccccc1OC (stereo unspecified)
28	-1	-1.6	8	-31	-5	27	1.2	-9	8	COCCNC(=O)CSc1cc(=O)n(C)c2cc(Cl)ccc12
22	9	0.65	-5	-14	-3	6	0.4	-1	6	CCCNC(=S)N1CCC(C(=O)c2ccc(OC)cc2)CC1
15	0	·	8	-10	-16	8	0.3	-7	11	Nc1nc(-c2ccco2)nn1S(=O)(=O)c1ccccc1
24	-4	0.59	-9	-21	-35	30	-0.2	3	10	O=C(CSc1nnc2ccccn12)c1ccc(Cl)cc1
8	-15	0.18	-2	-20	-8	-5	0.9	1	12	N#CCCN(CCC#N)c1nnc(-c2ccccc2)s1
36	-4	-0.099	0	-21[20 µM]	-7	-2	1.4	-4	-7	Cc1ccc(NC(=S)Nc2ccc(Br)cc2)cc1
10	-19	-0.0069	-55	-151[20 µM]	i	·	0.8	-17	-19	COc1cc2cc(C(N)=O)c(N)nc2cc1OC

Going on with the list:
nr	FXIa inh	Cl transport mod	hK5 inh	Furin inhibitor	m-calpain inh	Rad51 HR inh	PERK inhibitor	thrombin 1536	FXIIa inh	compound
37	2	-0.2	3	-14	36	21	0.3	0	7	O=C(Nc1cccc(S(=O)(=O)N2CCOCC2)c1)c1ccc2ccccc2n1
38	1	-0.11	-7	-1	17	2	0.2	3	21	C=CCSc1nc2c(c(=N)n1CC=C)C1CCCC1S2 (stereo unspecified)
39	0	2.1	-3	-15	20	-1	1.7	4	19	O=C(O)CCN1C(=O)C2C3CC(C2C1=O)C1C(c2ccccc2)c2sc(=O)[nH]c2SC31 (stereo unspecified)
40	7	1.2	-29	-13[20 µM]	-39	0	0.9	9	6	Cc1cccc(NC(=O)N(C)Cc2cccs2)c1
41	-4	-1.5	-1	-13	26	1	1.2	-3	3	COc1ccccc1CNC(=S)Nc1cc(C)ccc1C
42	-9	-1.3	-26	-13	-107	-6	-1.3	-6	2	COc1cc2c(cc1NC(=O)CC1SC(N3CCCC3)=NC1=O)oc1ccccc12 (stereo unspecified)
43	-4	-0.53	-17	-24	-30	1	1.5	-2	6	Cc1ccc(C)n1CCN1CCN(C(=O)c2ccco2)CC1
44	0	-0.36	-24	-3	18	·	-0.2	-5	3	COc1ccc(Nc2ccc(S(=O)(=O)N3CCCCCC3)cc2[N+](=O)[O-])cc1
45	·	0.94	·	-3[20 µM]	·	-3	0.2	·	·	CCCOc1ccc(C2C(C(=O)c3ccc(C)o3)=C(O)C(=O)N2CCCn2ccnc2)cc1 (stereo unspecified)
46	4	-0.58	28	-23	26	-4	2.0	7	18	Oc1ccc2ccccc2c1C=NCc1cn2ccsc2n1
47	15	·	-21	-21[20 µM]	-90	-2	-1.1	2	25	COc1ccc2[nH]c(=O)c(CN(CCO)C(=O)NCc3ccccc3)cc2c1
48	3	·	1	-9	-15	17	0.9	-1	8	O=C1NC(=Nc2ccc(O)cc2)S/C1=C\C=C\c1ccco1
49	7	0.43	3	-16	i	2	-0.2	5	15	Cc1ccc(-c2cc(C(=O)NCc3ccco3)c3ccccc3n2)o1
50	-6	-0.4	-26	-10	-42	-1	-1.1	-4	-2	CC(C)CCNC(=O)C(c1ccco1)N(Cc1ccccc1)C(=O)c1snc(C(N)=O)c1N (stereo unspecified)
51	2	-0.02	-2	-26	-17	-8	0.1	·	9	COc1ccc(C(=O)CCC(C)(C)[N+](=O)[O-])cc1
52	18	-0.049	-10	-17	11	·	0.5	-1	22	CCOC(=O)C1=C(C)Nc2nc(C)nn2C1c1ccc(OC)c(OC)c1 (stereo unspecified)
53	-5	0.5	-8	-4	-9	-16	2.6	-3	1	CCOC(=O)c1cc(-c2ccccc2)nc2ccc(C)cc12
54	0	0.65	-11	-11	-25	6	1.0	-5	10	CC(C)(C)C1CCc2c(C(=O)NNC(=O)CCCC(=O)O)csc2C1 (stereo unspecified)

Only hK5 inh, for 2 of the compounds above:
item | SMILES | hK5 inh
49 | Cc1ccc(-c2cc(C(=O)NCc3ccco3)c3ccccc3n2)o1 | 3
52 | CCOC(=O)C1=C(C)Nc2nc(C)nn2C1c1ccc(OC)c(OC)c1 (stereo unspecified) | -10
